Screening data deposited in PubChem BioAssay by several laboratories.
FXIIa inh 1536: inhibitors of human coagulation factor XIIa; P00748; purified FXIIa, Boc-QGR-AMC fluorogenic substrate, 2 h; inhibition, % at 5 µM; hit rate 0.3% among 220,000; in the data active means inhibition above about 40%;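 further: 0% = enzyme with no compound and 100% = blank without enzyme; many of its hits are not listed in these tables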
Wee1 degr inh: inhibitors of human Wee1 degradation; hit rate 1.2% among 220,000; reporter increase, % at 5 µM; HeLa Luc-Wee1K328M stability, luciferase luminescence; 100% = proteasome inhibitor MG132 effect; P30291;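 active means activation above the mean of all tested compounds plus 3 SD, set per screening run, cut at about 8.8% in these data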;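 further: cells exposed to compound for 20 h before luminescence read; 0% = DMSO alone and 100% = MG132 at 30 µM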
FXIa inh: blocks human coagulation factor XIa protease activity | P03951 | purified FXIa, Boc-Glu-Ala-Arg-AMC fluorogenic substrate | inhibition, % at 5 µM | hit rate 0.14% among 220,000 | AID 798;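 active means inhibition of at least 40%; inactive means inhibition below 40%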;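 further: fluorescence of freed AMC excited at 355 nm; 0% = enzyme without compound and 100% = no enzyme blank; many of its hits are not listed in these tables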
KLK5 inh: kallikrein 5 (human) inhibition. hit rate 0.59% among 210,000. inhibition, % at 5 µM. AID 873. recombinant hK5, fluorogenic AMC substrate cleavage. Q9Y337;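 active means inhibition of 40% or more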;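 further: 0% = enzyme controls without compound and 100% = no-enzyme blanks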
Target sequence (Q9Y337 67-293 limits assumed): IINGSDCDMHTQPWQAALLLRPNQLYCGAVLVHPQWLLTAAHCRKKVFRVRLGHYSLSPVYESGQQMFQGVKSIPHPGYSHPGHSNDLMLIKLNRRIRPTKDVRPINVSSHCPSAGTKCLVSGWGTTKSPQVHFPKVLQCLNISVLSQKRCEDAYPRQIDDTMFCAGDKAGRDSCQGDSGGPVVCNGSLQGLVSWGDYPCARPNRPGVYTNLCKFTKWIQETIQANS
PERK inh: human PERK inhibition, primary cell-based screen. Q9NZJ5. AID 1416. CHO PERK-DD fusion, SEAP luminescence translation reporter. inhibition, % at 5.6 µM. hit rate 0.17% among 220,000;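 active means inhibition above the mean inhibition of all tested compounds plus 3 SD, set separately per screening campaign, cut at about 2.9% in these data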;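 further: PERK kinase domain activated by AP20187 dimerizer at 100 nM; 0% = DMSO with dimerizer and 100% = rapamycin at 8.4 µM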
Furin inhibitor: inhibitors of human furin; P09958; hit rate 0.061% among 220,000; purified furin, fluorogenic substrate cleavage; inhibition, % at 30 µM; in the data active means inhibition above about 25%; further: inactives centre near -15
Target sequence (P09958 108-714 limits assumed): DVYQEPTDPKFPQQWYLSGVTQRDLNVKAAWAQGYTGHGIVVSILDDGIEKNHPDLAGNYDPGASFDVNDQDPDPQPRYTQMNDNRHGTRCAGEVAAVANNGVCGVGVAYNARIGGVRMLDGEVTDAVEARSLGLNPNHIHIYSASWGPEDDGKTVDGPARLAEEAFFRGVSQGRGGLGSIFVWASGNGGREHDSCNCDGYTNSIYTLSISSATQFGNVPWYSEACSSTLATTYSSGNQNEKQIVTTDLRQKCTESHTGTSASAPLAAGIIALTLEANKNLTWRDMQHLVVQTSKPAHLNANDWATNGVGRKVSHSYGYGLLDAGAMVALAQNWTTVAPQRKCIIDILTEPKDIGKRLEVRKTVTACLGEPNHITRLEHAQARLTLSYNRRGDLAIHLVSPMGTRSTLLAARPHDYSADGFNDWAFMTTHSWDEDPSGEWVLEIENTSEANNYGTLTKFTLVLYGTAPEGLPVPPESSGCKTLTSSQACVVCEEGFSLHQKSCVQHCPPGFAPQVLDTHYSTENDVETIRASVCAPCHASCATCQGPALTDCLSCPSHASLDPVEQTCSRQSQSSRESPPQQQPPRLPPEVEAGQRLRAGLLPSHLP
Cl transport mod: modulators of human KCC2 chloride dependent transport; Q9H2X9; KCC2 cells, thallium flux FluoZin-2 fluorescence; B-score of Tl+ flux slope (higher = more flux/activation; lower = inhibition) at 10 µM; hit rate 2.2% among 190,000; AID 1456;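 active means thallium flux slope and its plate-corrected score both differing from the plate sample mean at a set confidence after two filtering rounds, in either direction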;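 further: slope of fluorescence scaled to starting intensity during 10 to 20 s after thallium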
thrombin 1536: inhibitors of human thrombin. alpha-thrombin, Boc-VPR-AMC fluorogenic substrate cleavage. P00734. inhibition, % at 5 µM. hit rate 0.26% among 220,000;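 active means inhibition at or above 40%; inactive means inhibition below 40%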;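 further: 0% = enzyme with no compound and 100% = wells without enzyme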
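Material: Human alpha-thrombin protein | Buffer or medium: pH 7.5 Tris-saline with Tween 20 | Reagent: Boc-VPR-AMC substrate, 15 µM final | Schedule: Reaction at ambient temperature | Detection: AMC fluorescence at 355 nm excitation and 460 nm emission | Evaluation: Percent inhibition scaled between no-compound controls and no-enzyme blanks | Controls: no-compound enzyme wells and no-enzyme blanks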
p97 ATPase inh: human p97 ATPase inhibition; P55072; inhibition, % at 8 µM; hit rate 0.42% among 220,000; recombinant p97 ATPase, Kinase-Glo ATP luminescence, 3 h; in the data active means inhibition above about 15%;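 further: 0% = DMSO vehicle and 100% = wells lacking enzyme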
Active calls of the source: *; · = not tested or not shown; & = joins results of further samples; [ ] = another dose, or the depositor's remark.

1	Fc1ccc(C(OCCN2CCCC2)c2ccc(Br)cc2)cc1 (stereo unspecified)
2	CCOP(=O)(C#CC(C)(C)C)C(O)(c1ccccc1)C(F)(F)F (stereo unspecified)
3	C=CCN1C(=O)C2(C(C(=O)OCC)=C(N)Oc3ccccc32)c2c1c1ccccc1oc2=O (stereo unspecified)
4	CC(=O)C1(c2ccccc2)CCNCC1
5	CCOc1cccc(C2NCc3ccccc3-n3cccc32)c1O (stereo unspecified)
6	O=C(NC1CC1)C1CSC(c2cccnc2)=N1 (stereo unspecified)
7	CCCCn1c(O)c(C(C)=NCCCn2ccnc2)c(=O)[nH]c1=O
8	O=C(Nc1ccc(F)cc1F)c1cccn(Cc2ccccc2)c1=O
9	c1ccc2oc(N3CCNCC3)nc2c1
10	Cc1cc(C(=O)C[N+]23CCN(CC2)CC3)c(C)n1-c1ccc(Br)cc1

screen / no.	1	2	3	4	5	6	7	8	9	10
KLK5 inh	-4	-2	-5	6	-9	4	3	-1	-3	0
Furin inhibitor	-24	-17	-11[20 µM]	-14[20 µM]	-34	-28	-12[20 µM]	-18	-22	-2
p97 ATPase inh	5	-4	-2	3	2	0	0	2	2	-3
Wee1 degr inh	4	3	1	0	-3	-2	1	4	0	2
FXIa inh	8	-2	0	-13	5	1	3	-2	0	-1
thrombin 1536	-2	-5	-8	0	-5	-20	-5	-1	6	-2
FXIIa inh 1536	7	-7	13	10	23	-4	11	4	18	7
PERK inh	-0.4	0.3	-0.7	1.5	-0.6	-0.5	-0.1	2.9	0.1	0.4
Cl transport mod	0.059	-0.69	-0.029	·	-0.044	0.51	0.57	0.32	0.24	1

11	CN1CCN(/N=C/c2c(O)n(Cc3ccc(F)cc3)c(=O)[nH]c2=O)CC1
12	CN(C)C1(c2nnnn2CCOC(=O)Nc2ccc(Cl)cc2)CCCCC1
13	CCCc1nnc(NC(=O)CCC(=O)N2CCN(CCOC(c3ccccc3)c3ccccc3)CC2)s1
14	CC(=O)c1cc(C(C)=O)c(C)[n+](C)c1C
15	CC1N(O)C2CCCCCC2N1O (stereo unspecified)
16	O=C(c1ccccc1F)c1cn(CC(=O)N2CCCCC2)c2ccccc12
17	CCOCCCN=Cc1c(O)n(Cc2ccccc2)c(=O)[nH]c1=O
18	CC12CN3CN(C1)CC(c1ccccc1)(C3)C2=O
19	COc1ccc(-n2c(O)c(/C(C)=N/Nc3ccccc3)c(=O)[nH]c2=O)cc1
20	CN1CCC(OC(=O)Cc2ccccc2)CC1

screen / no.	11	12	13	14	15	16	17	18	19	20
KLK5 inh	-1	-8	-5	3	-5	-3	7	-10	-2	6
Furin inhibitor	-12	-2[20 µM]	-18	-23	-29	-4[20 µM]	-19	-12[20 µM]	17	-24
p97 ATPase inh	3	0	-11	9	3	1	-2	-1	8	4
Wee1 degr inh	-1	-4	2	2	2	-3	-1	-3	0	6
FXIa inh	-3	-5	-9	8	-5	-3	5	4	8	1
thrombin 1536	-5	-10	-7	-2	-3	-3	1	0	1	-5
FXIIa inh 1536	5	-4	3	3	6	11	13	13	9	10
PERK inh	-1.2	-1.7	-0.8	1.7	2.8	-0.3	-0.2	0.3	1.8	0.8
Cl transport mod	0.65	-0.28	-0.57	0.63	0.42	-0.057	0.45	0.96	-0.047	0.88

21	CC(C)(C)c1cc([N+](=O)[O-])cc(C(C)(C)C)c1O
22	OCCN1C2CCC1CC(O)(c1ccc(F)cc1)C2 (stereo unspecified)
23	Cc1ccc2nc(-c3ccncc3)cc(C(=O)N3CCC4(CC3)OCCO4)c2c1
24	CCOC(=O)C1(CCc2ccccc2)CCN(C2CCSCC2)CC1
25	Cn1c(O)c(/C=N/NC(=O)c2ccncc2)c(=O)n(C)c1=S
26	CCCCn1c(O)c(C(CC)=NCc2ccco2)c(=O)[nH]c1=O
27	CN(C)C(=O)Oc1ccc(OCc2n(C)c3ccccc3[n+]2C)cc1
28	CCCC1(CCC)C(=O)NC(=NCc2ccccc2)NC1=O
29	CSc1ncc(Cl)c(C(=O)O)n1 (tested in a mixture with another compound)
30	COc1ccc(/C=C2/C(=O)NC(=O)N(Cc3ccco3)C2=O)cc1

screen / no.	21	22	23	24	25	26	27	28	29	30
KLK5 inh	2	-12	-9	0	-30	-1	-5	-3	3	-22
Furin inhibitor	-31	-11[20 µM]	-12[20 µM]	-13	0	-17[20 µM]	-23	-36	-25[20 µM]	-19
p97 ATPase inh	3	1	1	1	1	-5	4	3	3	9
Wee1 degr inh	1	0	-1	-1	-2	1	-1	0	2	0
FXIa inh	-1	5	-21	-4	4	5	13	3	-11	-2
thrombin 1536	0	-1	-8	-2	2	4	2	-6	2	-2
FXIIa inh 1536	8	11	0	2	16	9	15	14	4	5
PERK inh	0.8	-0.4	0.2	-0.4	0.1	-0.2	1.3	0.2	0.0	0.1
Cl transport mod	0.053	-0.0032	·	-0.69	-2.2	-1.9	0.67	-0.15	1.3	-0.031

An excerpt of these results, bar-delimited:
nr | molecule | KLK5 inh | Furin inhibitor | p97 ATPase inh | Wee1 degr inh | FXIa inh | thrombin 1536 | FXIIa inh 1536 | PERK inh | Cl transport mod
24 | CCOC(=O)C1(CCc2ccccc2)CCN(C2CCSCC2)CC1 | 0 | -13 | 1 | -1 | -4 | -2 | 2 | -0.4 | -0.69
25 | Cn1c(O)c(/C=N/NC(=O)c2ccncc2)c(=O)n(C)c1=S | -30 | 0 | 1 | -2 | 4 | 2 | 16 | 0.1 | -2.2
26 | CCCCn1c(O)c(C(CC)=NCc2ccco2)c(=O)[nH]c1=O | -1 | -17[20 µM] | -5 | 1 | 5 | 4 | 9 | -0.2 | -1.9
27 | CN(C)C(=O)Oc1ccc(OCc2n(C)c3ccccc3[n+]2C)cc1 | -5 | -23 | 4 | -1 | 13 | 2 | 15 | 1.3 | 0.67

More entries
31	CCCCn1c(O)c(C(CC)=Nc2ccc(OCC)cc2)c(=O)[nH]c1=O
32	O=C(c1cc(-c2cccnc2)nc2ccc(Cl)cc12)N1CCC2(CC1)OCCO2
33	O=C1NC(=S)NC(=O)C1C1CCCCC1
34	CCC(=O)N1N=C(c2c(O)n(CCc3ccccc3)c(=O)[nH]c2=O)CC1c1ccc(OC)c(OC)c1 (stereo unspecified)
35	Cc1cc(/C=C2\C(=O)NC(=O)N(c3cccc(Br)c3)C2=O)c(C)n1C
36	CN(C(=O)Oc1ccc(C(C)(C)C)cc1)c1ccccc1
37	CCOC(=O)[C@@]1(C#N)C(c2ccc(Cl)c(Cl)c2)[C@H](C(N)=O)N2C=C(C(C)=O)C=C[C@H]21 (stereo partly specified)
38	CCN(CC)CC(O)c1ccc(C2CCCC2)cc1 (stereo unspecified)
39	O=c1c2ccccc2nc(/C=C/c2ccc(F)cc2)n1-c1ccccn1
40	O=C(C(Cc1ccccc1)NS(=O)(=O)c1cccc2nsnc12)N1CCC2(CC1)OCCO2 (stereo unspecified)

screen / no.	31	32	33	34	35	36	37	38	39	40
KLK5 inh	-15	-5	-2	-28	-18	5	-12	-13	-9	-13
Furin inhibitor	1	1[20 µM]	-21	-22	-5	-14	-18[20 µM]	-25	-17	-21
p97 ATPase inh	-5	-7	3	13	8	4	6	6	4	2
Wee1 degr inh	-2	-1	-1	-2	0	3	1	-3	-2	2
FXIa inh	-6	0	-3	1	7	4	-1	3	-7	0
thrombin 1536	-12	2	-5	-1	4	3	-1	-2	1	0
FXIIa inh 1536	-8	10	1	10	10	17	8	3	-2	6
PERK inh	-0.3	-0.9	1.1	1.2	1.4	0.1	0.1	-0.5	-0.1	-0.6
Cl transport mod	·	0.47	0.97	-0.16	0.2	-0.49	-0.077	1	0.26	0.85

Quoted from the listing:
`CCN(CC)CC(O)c1ccc(C2CCCC2)cc1` (stereo unspecified) @ KLK5 inh = -13
`O=c1c2ccccc2nc(/C=C/c2ccc(F)cc2)n1-c1ccccn1` @ thrombin 1536 = 1

(continued)
41	CCC(=NCCCn1ccnc1)c1c(O)n(-c2ccccc2)c(=O)[nH]c1=O
42	CCOc1ccc(N2C(=O)/C(=C\c3cccs3)C(=O)NC2=S)cc1
43	CCCCn1c(O)c(C(CC)=NCc2cc(OC)cc(OC)c2)c(=O)[nH]c1=O
44	CC(C)COP(=O)(OCC(C)C)C(O)c1cccnc1 (stereo unspecified)
45	CC(=O)Nc1ccccc1OC(=O)N(C)C
46	O=C(O)CN1C(=O)CN=C(c2ccccn2)c2cc(Cl)ccc21
47	CC[N+]12CCC(CC1)C(C(O)(c1ccccc1)c1ccccc1)C2 (stereo unspecified)
48	S=P(NC1CCCCC1)(N1CC1)N1CC1
49	Cn1c[n+](C)cc1C(O)c1ccccc1 (stereo unspecified)
50	CCNC(=O)NC(=O)C(C)OC(=O)c1c(C)nn(Cc2ccccc2)c1Cl (stereo unspecified)

screen / no.	41	42	43	44	45	46	47	48	49	50
KLK5 inh	-1	0	-5	-6	-10	-5	2	2	-15	-5
Furin inhibitor	-13	-10	-11[20 µM]	-9	-11	-17	-22	1	-29	-17
p97 ATPase inh	9	10	0	3	4	9	8	-4	3&-2	1
Wee1 degr inh	0	-3	-1	2	2	1	-1	-3	0&0	0
FXIa inh	4	3	0	4	8	-2	3	-2	-5	-9
thrombin 1536	1	-1	3	-1	1	-7	-3	-5	-2	-8
FXIIa inh 1536	14	5	9	11	19	-2	7	2	16	3
PERK inh	0.6	0.9	-0.2	0.2	1.4	-0.2	2.0	0.0	-0.6&0.8	-1.1
Cl transport mod	0.43	0.98	-1.1	0.11	·	0.19	0.26	-0.09	0.1&-0.007	0.39

51	CN1CCC(N(C)c2nc(-c3ccccc3)nc3ccccc23)CC1
52	C[C@H]1CC[C@@]2(C)[C@@H](CC[C@@H]3[C@@H]2CC[C@]2(C)[C@@H](O)CC[C@@H]32)C1
53	CCCCn1c(N)c(N(CCOC)C(=O)CN2CC=C(c3ccccc3)CC2)c(=O)[nH]c1=O
54	CCc1ccc(N2C(=O)NC(=O)C(Cc3ccc(OC)cc3OC)C2=O)cc1 (stereo unspecified)
55	CCc1ccc(CN2CCN(Cc3cc(Br)ccc3O)CC2)cc1
56	CC1=CC(=C2C(=O)NC(=S)NC2=O)C=C(C(F)(F)F)N1C
57	C[N+]1(C)[C@@H]2CC(OC(=O)[C@H](CO)c3ccccc3)C[C@H]1[C@@H]1O[C@@H]12 (stereo partly specified)
58	CCCC(C)n1[nH]c(=O)c2c1NC(=O)CSC2c1ccc(OC)c(OC)c1 (stereo unspecified)
59	CCOCCCNC(=O)C1c2cc(OC)c(OC)cc2C(=O)N2CCCCC12 (stereo unspecified)
60	CC(C)(C)C(=O)Cn1c(NCCCl)nc2ccccc21

screen / no.	51	52	53	54	55	56	57	58	59	60
KLK5 inh	-8	6	2	-3	-2	-15	-11	1	-12	7
Furin inhibitor	-22[20 µM]	-11	-19	-1[20 µM]	-20	-5[20 µM]	-15	-20[20 µM]	-21	-21
p97 ATPase inh	0	-4	4	4	1	-1	1&6	1	5	-1
Wee1 degr inh	0	-2	3	2	-4	5	-1&2	0	-1	7
FXIa inh	2	-1	-1	-9	0	-13	12	-11	2	-2
thrombin 1536	2	0	-3	-6	-9	0	·	-6	-3	-9
FXIIa inh 1536	18	10	7	-3	6	9	7	-5	4	1
PERK inh	-0.7	0.7	2.0	1.1	1.4	0.3	-1.5&1.6	0.1	0.0	0.0
Cl transport mod	·	0.66	-0.99	·	0.7	0.62	0.063&0.16	0.045	0.8	·

Some of the compounds tested; rates above refer to the full screens.
